Screening results: PubChem, several laboratories
Vif imaging = HIV Vif inhibition | HEK293T cells, Vif self-association by quenched fluorescence, imaging, 24 h | inhibition, % at 7.49 µM | hit rate 0.35% among 340,000; in the data active = inhibition above about 50%, passing the limit was not always enough; inconclusive = no clear call, values can overlap the other calls; inactive = below about 31%; also: some results filed as inactive read as strong as hits
ABCB6 inh MLPCN = blocks the human ABCB6 transporter | Q9NP58 | fluorescence ratio to DMSO, % at 10 µM | K562-ABCB6 porphyrin accumulation, flow cytometry, 1 h; active compounds read low | AID 602162 | hit rate 0.19% among 360,000;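 active = fluorescence ratio to DMSO below 75%, the collection mean minus 3 SD; inconclusive = too few cells collected in the well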;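 also: signal is porphyrin accumulated inside mitochondria; 100% equals median channel fluorescence of DMSO control wells; lower ratio means ABCB6 inhibition with less porphyrin fluorescence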
Glyco luc inh = blocks N-linked glycosylation in D54 reporter cells; D54 ERlucT glycosylation luciferase reporter, 24 h; percent of 100 nM tunicamycin response; reporter increase, % at 12.5 µM; hit rate 0.23% among 360,000; AID 588692;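 active = mean luciferase reporter signal, scaled so untreated is 0 and the glycosylation-blocking control 100, at or above a set limit in every replicate; inconclusive = mean reaches the limit but not every replicate does; inactive = mean below the limit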;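 also: luciferase carries N-glycosylation sites so blocking glycosylation raises the light; 0% = median of neutral control wells and 100% = median of 100 nM tunicamycin wells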
MC4R ag barr = human MC4R agonism via beta-arrestin; P32245; U2OS MC4R beta-arrestin complementation, luminescence; percent of melanotan II response, DMSO zero; activation, % at 8.9 µM; hit rate 0.98% among 360,000; AID 540308;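 active = activation above a per-plate cutoff, the mean activation of sample wells on that plate plus 3 SD, cut at about 8% in these data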
HTR2A ag = activates the mouse 5-HT2A serotonin receptor; P35363; CHO-K1 mHTR2A beta-arrestin complementation, luminescence; percent of 30 µM serotonin response; activation, % at 7.6 µM; hit rate 0.66% among 360,000;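 active = activation above a run cutoff, the mean activation of all tested compounds plus 3 SD, cut at about 14% in these data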;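 also: 0% = plate median of compound wells and 100% = 30 µM serotonin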
Target sequence (P35363 whole entry, looked up): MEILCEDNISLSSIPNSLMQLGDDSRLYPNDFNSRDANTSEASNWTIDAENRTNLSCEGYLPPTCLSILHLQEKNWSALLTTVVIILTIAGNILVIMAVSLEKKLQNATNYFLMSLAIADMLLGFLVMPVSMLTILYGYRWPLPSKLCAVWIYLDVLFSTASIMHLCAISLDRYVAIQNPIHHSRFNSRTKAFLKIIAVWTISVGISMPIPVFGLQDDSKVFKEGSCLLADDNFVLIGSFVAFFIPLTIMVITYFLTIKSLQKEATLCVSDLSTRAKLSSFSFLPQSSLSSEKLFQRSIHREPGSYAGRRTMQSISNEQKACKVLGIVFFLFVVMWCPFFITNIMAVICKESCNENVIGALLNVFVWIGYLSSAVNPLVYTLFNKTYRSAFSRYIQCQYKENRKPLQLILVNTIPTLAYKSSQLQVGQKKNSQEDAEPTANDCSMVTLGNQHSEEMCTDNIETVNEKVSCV
PDI inh = blocks human protein disulfide isomerase activity. inhibition, % at 10 µM. hit rate 0.052% among 350,000. PDI insulin aggregation turbidity, A650, 90 min;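 active = mean inhibition across replicates of 30% or more, whatever share of single replicates reach that level; inconclusive = mean inhibition below 30% while every single replicate reaches 30%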;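 also: absorbance from insulin aggregation driven by PDI reduction with DTT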
Target sequence (P07237 whole entry, looked up): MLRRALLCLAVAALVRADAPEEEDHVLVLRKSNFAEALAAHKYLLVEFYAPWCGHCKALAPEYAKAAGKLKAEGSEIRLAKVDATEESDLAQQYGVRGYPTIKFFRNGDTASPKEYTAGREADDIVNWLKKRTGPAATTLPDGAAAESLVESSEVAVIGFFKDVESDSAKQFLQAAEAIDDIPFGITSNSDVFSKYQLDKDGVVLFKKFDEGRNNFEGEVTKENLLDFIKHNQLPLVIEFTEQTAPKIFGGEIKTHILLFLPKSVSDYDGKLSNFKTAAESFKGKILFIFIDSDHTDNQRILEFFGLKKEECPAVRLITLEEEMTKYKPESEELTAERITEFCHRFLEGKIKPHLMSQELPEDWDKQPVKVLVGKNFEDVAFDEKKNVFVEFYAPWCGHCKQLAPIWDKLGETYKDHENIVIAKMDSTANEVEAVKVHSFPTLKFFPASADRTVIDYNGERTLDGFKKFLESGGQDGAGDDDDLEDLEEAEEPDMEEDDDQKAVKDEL
aDG glyco act = increases alpha dystroglycan glycosylation; AID 624168; Pro5-aDG cells, alpha-DG glycosylation AlphaScreen (IIH6); 0% Pro5, 100% B10-LARGE cell signal; activation, % at 10 µM; hit rate 0.22% among 360,000;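 active = activation of at least 8% versus controls, or a plate z-score of at least 8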;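 also: Pro5 are CHO cells carrying HIG-tagged alpha-DG that lacks glycosylation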
CaV13 ICDI inh = Disruptors of the CACNA1D IQ motif to Ca2+-dependent inactivation inhibitor domain association, primary screening, Förster resonance energy transfer in intact living …. hit rate 0.098% among 340,000. inhibition, % at 12.3 µM. HEK cells, CFP/YFP FRET ICDI-IQ, plate reader, 10 min; percent FRET-ratio fall versus neutral wells;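 active = mean replicate inhibition of at least 30% and at least 1% of replicates passing that level; inconclusive = only one of the two criteria is met; inactive = neither criterion is met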;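 also: 0% = median of the neutral control wells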
MC4R antagonist = blocks human MC4R cAMP signaling. MC4R-expressing cells, MTII-stimulated cAMP, LANCE TR-FRET. P32245. hit rate 0.48% among 360,000. inhibition, % at 6.5 µM;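 active = inhibition above its plate's cutoff, the mean of tested wells on that plate plus 3 SD, cut at about 29% in these data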;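 also: 0% = Melanotan II alone and 100% = Melanotan II plus saturating MCL0020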
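System: U2OS cells stably expressing human melanocortin 4 receptor (MC4R). Reagent: Melanotan II challenge after compound preincubation. Doses: 6.5 µM. Times: 30-min compound, 1-h challenge, 1-h detection, room temperature. Measured by: TR-FRET with Eu-cAMP and labeled anti-cAMP, 671 nm. Replicates: singlicate.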
Cardio protect = modulators protecting cardiomyocytes from myocardial damage. hit rate 0.63% among 360,000. protection from H2O2 cell death, % at 20 µM. H9c2 cardiomyocytes, H2O2 injury protection, ATPLite, 2 h. AID 588492;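 active = compounds giving at least 50% protection of heart cells from peroxide-induced death in the single-dose screen, raw or plate-pattern-corrected value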;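 also: 0% = DMSO wells with peroxide and 100% = DMSO wells without peroxide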
Starred values were filed as active, the others as inactive; ? = inconclusive; . = not tested or not shown. Not a hit list (roughly 3.6% active in at least one column).

SMILES	Vif imaging	ABCB6 inh MLPCN	Glyco luc inh	MC4R ag barr	HTR2A ag	PDI inh	aDG glyco act	CaV13 ICDI inh	MC4R antagonist	Cardio protect
CCc1cc2c(=O)c(-c3nc4ccccc4n3C)c(C(C)C)oc2c(CN2CCN(C)CC2)c1O	-8	91	0	-2.1	3	-10	-0.1	-8	2	-10
CC1(C)CC(=O)C2=C(C1)N(N1CCOCC1)C(N)=C(C#N)C2c1cccs1 (configuration not stated)	24	101	1	-0.9	0	-2	-0.1	-2	10	-2
COc1ccc(-c2csc(N(CCCN(C)C)C(=O)c3cccs3)n2)cc1	23	100	-3	-0.4	-10	14	0.2	-5	-5	2
CC(C)(C)OC(=O)NCCc1nnc(SCC(=O)Nc2ccc(Br)cc2)o1	-1	100	3	-1.2	0	-14	0.1	-4	1	-4
CC(=O)OC(=C(OC(C)=O)c1ccccc1)c1ccccc1	6	98	-2	-0.4	-6	1	0.0	-5	4	-4
COc1ccc(N2CCN(C(=S)NCc3ccccc3)CC2)cc1	-1	95	-2	-1.7	-6	3	0.3	-4	11	-4
COc1ccc(N2C(=O)C(Cl)=C(Nc3ccc(OC)cc3OC)C2=O)cc1	-1	101	0	13*	6	1	0.5	-19	-3	-11
COc1ccc(NC(=O)C(CC(C)C)NC(=O)C2CCC(C)CC2)cc1 (configuration not stated)	-6	101	-1	3.0	-8	-4	-0.1	-3	11	-5
COc1ccc(Cl)cc1C(=O)NNC(=O)CSc1nncn1C	4	97	0	0.8	0	-42	0.0	-11	14	-1
CCOC(=O)C1CCN(S(=O)(=O)c2cc3c(cc2C)NC(=O)CO3)CC1	-7	98	0	-0.3	6	.	-0.2	-6	0	1
COCc1cc(C)n(CC(=O)NCc2ccccc2)c(=O)c1C#N	-3	91	1	-0.6	4	2	-0.3	0	25	7
O=C(Nc1cccc(Oc2ccccc2)c1)C1Cc2c(-c3ccc4c(c3)OCO4)ccnc2O1 (configuration not stated)	5	102	0	-1.0	-8	-7	0.1	-6	0	-1
Cc1ccc(S(=O)(=O)NC2(C(F)(F)F)C(=O)Nc3c2c(=O)n(C)c(=O)n3C)cc1 (configuration not stated)	-4	77	2	-1.5	4	14	0.1	.	2	-7
COCC(C)n1c(C)cc(C(=O)CN2c3cccc4cccc(c34)S2(=O)=O)c1C (configuration not stated)	1	92	-1	-0.7	-6	-7	-0.5	-18	-1	-3
COCCNC(=S)N1CCCN(c2nc3cc(C)ccc3cc2C#N)CC1	-9	96	0	1.4	2	0	0.0	-1	7	3
COc1ccc(/C=N/NC(=O)c2ccc(=O)[nH]n2)cc1OC	-4	91	2	-1.2	4	-1	0.0	-19	-1	5
CCOc1ccc(CCNS(=O)(=O)c2cccc3nsnc23)cc1OCC	6	96	-1	2.0	2	4	-0.2	-7	10	-7
CC(C)CN(C(=O)CN1CCc2ccccc21)c1c(N)n(CC(C)C)c(=O)[nH]c1=O	-1	122	0	-1.5	-2	-3	-0.4	-19	7	-5
CC(C)c1ccc(NC(=O)COC(=O)c2c[nH]c(=O)[nH]c2=O)cc1	-4	91	0	-1.1	-3	6	0.0	-5	7	2
Cc1cc(C)nc(NC2=NCC(=O)N2c2ccc3c(c2)OCCO3)n1	18	98	-1	-1.4	-2	13	-0.2	-8	10	3
CCCC(=O)C1=C(O)C(C(=O)OC)C(C)(C)CC1=NCCc1ccc(OC)c(OC)c1 (configuration not stated)	-13	85	1	-0.8	-5	9	0.0	6	-5	1
Cc1ccc(OCCn2ccnc2)c(C)c1	-6	101	0	-1.6	1	1	-0.2	-13	9	2
CCc1nc2ccc(C(=O)Nc3ccc(OC)c(OC)c3)cn2c1N(C)Cc1ccc(OC)cc1	-5	94	-3	0.7	-7	10	0.1	-5	6	11
CCCCNC(=O)C1(C)CCN1C(=O)Cc1ccc(OC)cc1 (configuration not stated)	1	100	0	1.2	-6	9	-0.3	-5	10	8
COC(=O)C1CCN(C(=O)COC(=O)[C@@H]2CC(O)CN2S(=O)(=O)c2ccc3c(c2)OCCO3)CC1 (some centres not stated)	-1	102	4	-2.2	2	-1	0.3	-5	6	-1

The list goes on:
SMILES	Vif imaging	ABCB6 inh MLPCN	Glyco luc inh	MC4R ag barr	HTR2A ag	PDI inh	aDG glyco act	CaV13 ICDI inh	MC4R antagonist	Cardio protect
CC(=O)N1N=C(c2cccc([N+](=O)[O-])c2)OC1c1ccc(Cl)cc1Cl (configuration not stated)	-6	93	0	2.3	-4	4	-0.6	-4	1	4
COc1ccc(C(=O)NC2CC(C)(C)Cc3c2cnn3-c2ccccc2)cc1OC (configuration not stated)	3	102	-2	-1.3	0	-11	0.2	-2	-6	2
CC(C(=O)O)N1C(=O)C2C3c4ccccc4C(c4ccccc43)[C@@H]2C1=O (some centres not stated)	-4	94	1	-0.3	4	-7	-0.2	-19	5	1
Cc1cc(NC(=O)c2ccc(COc3ccc(Cl)c(C)c3)o2)no1	2	96	2	9.4*	7	1	0.5	-7	-1	1
COc1ccccc1CNC(=O)CSc1ccc(C)cc1	-10	94	1	-1.4	-2	-5	0.1	-6	-7	3
CC(C)c1nc(SCC(=O)Nc2c[nH]c(=O)[nH]c2=O)c2cnn(-c3ccccc3)c2n1	9	101	-2	-2.1	-3	11	0.2	-5	6	-4
C=CCn1c(=NC(=O)c2ccc(S(=O)(=O)N3CCc4ccccc4C3)cc2)sc2cc(S(N)(=O)=O)ccc21	-9	86	-6	-2.5	22*	-6	-0.2	-5	-3	-2
COc1cc2[nH]c(=S)nc(NCc3cccc(Cl)c3)c2cc1OC	-1	97	1	-0.6	-1	-10	-0.1	-21	11	16
FC(F)Oc1ccc(-c2csc(NNC3=NCCCCC3)n2)cc1	-4	102	-3	-3.2	0	5	-0.8	-5	4	1
CNS(=O)(=O)c1cccc(C(=O)OCC(=O)Nc2sc3c(c2C#N)CCCCC3)c1	16	99	3	-1.2	-2	-5	-0.7	-7	9	-18
Cc1ccc(S(=O)(=O)C2(C(=O)N3CCCCCC3)CC2)cc1	?	104	-1	1.7	-3	-2	-0.2	-9	1	-1
O=C(NCc1ccccn1)C1CC(=O)N(C2CCCC2)C1 (configuration not stated)	17	100	3	-1.3	20*	6	0.2	-7	2	-1
COCc1ccc(C(=O)NCC2(N3CCCCC3)CCCCC2)cc1	.	94	-5	-0.2	1	8	0.1	-3	1	0
Cc1oc(-c2ccc(Cl)cc2)nc1CN1CCCC(C(=O)NCc2ccccn2)C1 (configuration not stated)	-5	94	-1	0.0	0	-3	0.3	-3	-4	-3
COc1ccccc1S(=O)(=O)N1CCN(S(=O)(=O)c2ccccc2C#N)CC1	-2	100	-1	1.1	6	-3	-0.1	-2	13	-3
COc1ccc(CCNC(=O)Nc2nc(C(N)COCc3ccccc3)cs2)cc1OC (configuration not stated)	-9	100	-1	-0.7	-4	-5	0.1	-6	-1	1
COc1cccc(S(=O)(=O)N(C)C[C@H]2OCc3cn(nn3)CCCC(=O)N([C@H](C)CO)C[C@@H]2C)c1	1	94	2	2.5	1	0	0.1	-5	6	0
CC(C)C[C@H]1CN=C(N(C)C)N1CC1CCCCCC1	-5	92	1	-0.3	-3	-4	-0.2	-13	4	-14
CC(C)CNC(=S)N1CCC(c2nc(-c3ccc(F)cc3)no2)CC1	-10	99	0	6.6	-2	-1	0.5	-5	14	-22
CCOC(=O)C1CCCCN1Cc1ccc(OC)c(OC)c1OC (configuration not stated)	4	97	2	1.8	-1	0	-0.3	-5	-10	-1
Cc1cc2cc(CNC(=O)Cc3ccc([N+](=O)[O-])cc3)ccc2[nH]1	-27	98	1	-2.2	0	1	1.1	-1	6	4
Cc1noc(C)c1COc1ccc(C(=O)N2CCN(c3ccccc3F)CC2)cc1	14	97	0	-2.2	-3	-2	-0.1	-6	-4	-10
N#CCCN1CCCc2cc(N=Nc3ccc(C(F)(F)F)cc3)ccc21	.	99	3	-3.1	-8	-10	-0.4	-23	23	-10
Cc1ccc(S(=O)(=O)N2[C@@H](c3cccc(Cl)c3)C(C(=O)O)=CC[C@H]2c2ccc(Cl)cc2)cc1	-2	100	-4	2.6	4	13	-0.4	-5	4	5
O=C(C1CC1)N1CCc2cc(Br)c(S(=O)(=O)N3CCCCCC3)cc21	-10	98	-2	-0.4	3	-3	-0.3	-5	3	6

The list continues.
SMILES	Vif imaging	ABCB6 inh MLPCN	Glyco luc inh	MC4R ag barr	HTR2A ag	PDI inh	aDG glyco act	CaV13 ICDI inh	MC4R antagonist	Cardio protect
CCN1CCN(CCCNC(=O)c2ccc3c(c2)N(Cc2ccccc2)CCS3)CC1	3	101	-5	-2.3	-5	8	-0.3	-4	5	0
Cc1ccc(C(=O)N/C(=C/C=C/c2ccccc2)C(=O)NCc2ccco2)cc1	.	103	-1	0.0	-7	19	-0.1	-6	3	-4
Oc1c(Cl)cc(Cl)cc1C=Nc1ccc2c(c1)OCCO2	-8	90	-13	-3.0	-2	6	-0.2	-10	5	72*
N#CC1=C(N)NC(SCC(=O)c2ccc(Cl)cc2)=C(C#N)C12CCCC2	-4	102	-3	-0.5	-2	-5	0.4	-8	13	-11
CC(C)NC(=O)/C(=N\O)c1ccccc1	2	97	1	-0.9	-1	-5	-0.1	-3	-3	3
CC(C)COC(=O)c1ccc(N2C(=O)c3ccccc3C2=O)cc1	.	99	1	-0.4	-2	6	-0.4	5	4	-1
CC1(C(=O)NS(=O)(=O)c2cccc(F)c2)CCN1C(=O)C/C=C/c1ccccc1 (configuration not stated)	-14	99	1	-1.4	1	3	-0.2	-16	7	6
CO/N=C/C(C(C)=O)C(=O)Nc1ccc(Cl)cc1Cl (configuration not stated)	28	100	3	0.9	1	2	-0.1	-2	-1	-7
C=C1CCN([C@@H](C)C(=O)OCc2cccc(C)c2)S(=O)(=O)c2ccccc21	-1	102	4	-1.9	-1	2	0.4	-5	10	-16
COCCCNc1nc(=S)[nH]c2cc(OC)c(OC)cc12	.	99	0	-2.3	-1	-1	1.2	-1	0	15
COc1cccc(NC(=S)NC(Cc2ccccc2)c2ccccc2)c1 (configuration not stated)	?	98	-4	3.4	-1	8	0.1	-6	7	-10
C/C(CC(=O)Nc1ccc(Cl)c(C(F)(F)F)c1)=N\NC(=O)c1cccc(O)c1	5	95	2	-0.8	-3	-3	-0.1	-2	2	5
CCCN(CCC)CC(O)Cn1cc(/C=C/C(=O)c2ccccc2)c2ccccc21 (configuration not stated)	2	98	2	1.2	-10	1	2.1	-114	-5	15
